# Bioassay records (PubChem BioAssay)
# NR2E3 ag-1: NR2E3 agonists in two-hybrid cells, primary screen, cell-based, luminescence, CHO-S, Gal4-NCOR/VP16-NR2E3; Photoreceptor-specific nuclear receptor (Homo sapiens), Q9Y5X4; luciferase; inhibition of corepressor binding, % at 3.98 µM; 360,000 compounds, 0.35% hits; AID 602229, 2012;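 active = inhibition above the mean of all tested compounds plus 3 SD, cut at about 70% in these data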;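 also: 0% = DMSO with NR2E3 transfected cells and 100% = cells lacking NR2E3 construct; higher means lower luciferase signal from less NR2E3 corepressor binding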
# MITF TRPM1 inh: inhibitors of MITF-dependent TRPM1 promoter reporter, primary screen, cell-based, SK-MEL-5, single point, luciferase. inhibition, % at 12.5 µM. 330,000 compounds, 0.83% hits. SK-MEL-5 TRPM1 promoter luciferase, 24 h;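 active = mean inhibition across replicates of 60% or more, whatever share of single replicates reaches that level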; also: values of inactives mirror those of a sister screen read the other way
# CaV13 ICDI inh: Primary screen for inhibitors of IQ motif and Ca2+-dependent inactivation inhibitor domain binding in CACNA1D, Förster resonance energy transfer in living cells, …; HEK cells, CFP/YFP FRET ICDI-IQ, plate reader, 10 min; percent FRET-ratio fall versus neutral wells; inhibition, % at 12.3 µM; 340,000 compounds, 0.098% hits;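 active = mean replicate inhibition of at least 30% and at least 1% of replicates passing that level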;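 also: 0% = median of the neutral control wells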
# HIF-2a inh: HIF-2a reporter inhibitors, primary screen, luminescence, 786-0 RCC cells | 360,000 compounds, 0.72% hits | inhibition, % at 18.8 µM | AID 624352, 2012 | 786-0 RCC cells HIF-2a reporter, luciferase luminescence, overnight;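 active = inhibition of the luminescence signal of 40% or more relative to plate controls, in a single-dose primary screen at 18.75 µM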
# Cardio protect: cardioprotection against H2O2-induced cell death, primary screen, uHTS, H9c2 cells, ATPLite luminescence; H9c2 cardiomyocytes, H2O2 injury protection, 2 h; protection from H2O2 cell death, % at 20 µM; 360,000 compounds, 0.63% hits; AID 588492, 2011;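 active = compounds giving at least 50% protection of heart cells from peroxide-induced death in the single-dose screen, raw or plate-pattern-corrected value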;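 also: 0% = DMSO wells with peroxide and 100% = DMSO wells without peroxide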
# HTR2A ag: mouse Htr2a agonists via beta-arrestin recruitment, primary screen, cell-based, luminescence; 5-hydroxytryptamine receptor 2A (Mus musculus), P35363; CHO-K1 mHTR2A beta-arrestin complementation; percent of 30 µM serotonin response; activation, % at 7.6 µM; 360,000 compounds, 0.66% hits;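 active = activation above a run cutoff, the mean activation of all tested compounds plus 3 SD, cut at about 14% in these data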;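 also: 0% = plate median of compound wells and 100% = 30 µM serotonin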
# Target sequence (P35363 whole entry, looked up): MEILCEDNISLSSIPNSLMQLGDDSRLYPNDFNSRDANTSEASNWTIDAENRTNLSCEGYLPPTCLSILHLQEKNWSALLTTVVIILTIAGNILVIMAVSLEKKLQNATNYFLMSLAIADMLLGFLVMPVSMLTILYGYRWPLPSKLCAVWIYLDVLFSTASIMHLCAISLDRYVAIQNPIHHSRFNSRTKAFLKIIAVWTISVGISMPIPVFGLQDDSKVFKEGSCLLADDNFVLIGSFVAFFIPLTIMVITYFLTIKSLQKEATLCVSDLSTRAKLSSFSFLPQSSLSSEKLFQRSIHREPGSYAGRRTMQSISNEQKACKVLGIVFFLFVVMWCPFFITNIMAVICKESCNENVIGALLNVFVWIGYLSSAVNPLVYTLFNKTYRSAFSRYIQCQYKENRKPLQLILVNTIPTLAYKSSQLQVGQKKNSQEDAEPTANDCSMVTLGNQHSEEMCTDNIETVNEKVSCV
# PDI turbidity: inhibitors of human PDI, primary screen, biochemical, turbidity, single point, plate reader | 350,000 compounds, 0.052% hits | PDI insulin aggregation turbidity, A650, 90 min | AID 588391, 2011 | Protein disulfide-isomerase (Homo sapiens), P07237 | inhibition, % at 10 µM;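 active = mean inhibition across replicates of 30% or more, whatever share of single replicates reach that level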;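 also: absorbance from insulin aggregation driven by PDI reduction with DTT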
# Target sequence (P07237 whole entry, looked up): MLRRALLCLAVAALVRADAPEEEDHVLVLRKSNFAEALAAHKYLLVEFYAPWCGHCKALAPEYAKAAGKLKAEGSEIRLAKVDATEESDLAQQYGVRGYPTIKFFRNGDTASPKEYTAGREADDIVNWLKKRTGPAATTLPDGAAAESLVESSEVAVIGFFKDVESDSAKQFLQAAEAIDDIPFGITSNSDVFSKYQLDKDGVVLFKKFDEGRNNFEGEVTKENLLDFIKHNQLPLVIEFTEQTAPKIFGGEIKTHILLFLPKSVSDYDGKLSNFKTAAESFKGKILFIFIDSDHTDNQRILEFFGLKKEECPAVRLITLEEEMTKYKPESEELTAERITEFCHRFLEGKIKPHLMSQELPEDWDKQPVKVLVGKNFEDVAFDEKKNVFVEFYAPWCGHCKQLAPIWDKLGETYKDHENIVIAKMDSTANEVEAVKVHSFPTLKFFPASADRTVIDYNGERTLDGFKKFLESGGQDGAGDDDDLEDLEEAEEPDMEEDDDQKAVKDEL
# Shn3 3UTR inh: reduction of Shn3 3'UTR firefly luciferase signal, primary screen, Schnurri-3 inhibitor project, cell-based, Clone20 osteoblasts, set 2. Clone20 osteoblast Shn3 3'UTR firefly luciferase, 24 h. inhibition, % at 12.5 µM. 360,000 compounds, 0.52% hits;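 active = mean inhibition of at least 75% with every replicate also reaching 75%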;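 also: 0% = median of neutral control wells and 100% = pilot-screen positive control compound; some compounds past the cut are filed as inactive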
# NR2E3 ag-2: inhibitors of NR2E3-RetCOR corepressor binding, primary screen, NR2E3 agonist project, biochemical, TR-FRET, GST-NR2E3, biotin-RetCOR; AID 2300, 2010; inhibition of corepressor binding, % at 4.78 µM; 1536-well; Photoreceptor-specific nuclear receptor (Homo sapiens), Q9Y5X4; 320,000 compounds, 0.12% hits;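 active = percent inhibition above the cutoff of mean plus 3 SD of all tested compounds, set per screening campaign, cut at about 20% in these data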;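 also: 0% = DMSO wells and 100% = biotin wells as full block of FRET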
#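 Material: NR2E3–RetCOR corepressor complex | Quantity: 1.35 nM GST-tagged NR2E3 final | Schedule: 5 h at 4 °C | Replication: Singlicate compound wells | Reagent: RetCOR corepressor, biotinylated, 7 nM | Controls: Biotin wells as high control, 0.6% DMSO wells as low control | Signal: TR-FRET, Eu(K)-anti-GST donor, streptavidin-D2 acceptor, ex 340, em 617/671 nm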
# Peg3 promoter: Peg3 promoter-driven luciferase inhibitors, primary screen, cell-based, HeLa, luciferase luminescence. HeLa PEG-Prom luciferase reporter, overnight. inhibition, % at 20 µM. 360,000 compounds, 1.7% hits. AID 588405, 2011;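 active = inhibition of at least 50% at 20 µM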
# iPSC survival up: enhancers of single-cell hiPSC survival, primary screen, ATPlite luminescence; 100% = ROCK inhibitor wells, 0% = DMSO; survival enhancement, % at 20 µM; 360,000 compounds, 0.044% hits; in the data active = survival enhancement above about 18%;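 also: cells exposed to compounds for 16 hours before the ATP read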
# An asterisk follows results filed as active; . = no result given.
# The first 10 records, ahead of the listing:
Structure	PDI turbidity	MITF TRPM1 inh	Peg3 promoter	Cardio protect	CaV13 ICDI inh	iPSC survival up	HTR2A ag	Shn3 3UTR inh	NR2E3 ag-2	NR2E3 ag-1	HIF-2a inh
COc1cc(Br)cc(Br)c1OCC(=O)N/N=C/c1c(C)n(C)n(-c2ccccc2)c1=O	2	18	7	-3	.	0.2	-3	-24	.	-37	11
CC(=O)N1CCOc2ccc(S(=O)(=O)N3CCCCC3)cc21	-5	14	-9	1	-16	-0.2	3	-8	4	-11	1
Cc1ccc(C(=O)COC(=O)c2cnccn2)cc1	0	3	9	1	-3	7.9	-3	0	0	-7	5
CCOC(=O)c1cnc2ccc(Cl)cc2c1NCCN(C)C	4	-8	59*	2	-2	2.2	-2	-23	1	-21	3
Cc1ccc(NC(=O)[C@@H](CC(C)C)NC(=O)[C@@H]2Cc3ccccc3CN2)cc1	-4	-4	-57	0	-16	0.6	-7	-48	0	-36	-54
O=C(Nc1ccc(Cl)cc1)C(c1ccccc1)N(CCO)CCO (stereo unspecified)	-1	6	-16	-1	-4	0.1	1	6	3	-12	-192
CCCC12CN3CC(C)(CN(C1)C3c1ccco1)C2=O (stereo unspecified)	0	3	9	-3	-5	-1.6	4	0	2	-14	8
CCCCCC1CC(=O)N(Cc2ccccc2)C(=O)N1 (stereo unspecified)	2	6	-2	21	-5	0.3	2	4	1	-18	16
CCOC(=O)c1sc(NC(=O)Cc2ccc(F)cc2)nc1C	-1	3	4	0	-7	0.6	2	4	-1	11	18
Cc1ccc(N2CN(CCc3ccccc3)CNC2=S)cc1	-2	10	1	-16	-4	0.2	-4	-9	1	20	-146

# Results, from the start:
Structure	PDI turbidity	MITF TRPM1 inh	Peg3 promoter	Cardio protect	CaV13 ICDI inh	iPSC survival up	HTR2A ag	Shn3 3UTR inh	NR2E3 ag-2	NR2E3 ag-1	HIF-2a inh
COc1cc(Br)cc(Br)c1OCC(=O)N/N=C/c1c(C)n(C)n(-c2ccccc2)c1=O	2	18	7	-3	.	0.2	-3	-24	.	-37	11
CC(=O)N1CCOc2ccc(S(=O)(=O)N3CCCCC3)cc21	-5	14	-9	1	-16	-0.2	3	-8	4	-11	1
Cc1ccc(C(=O)COC(=O)c2cnccn2)cc1	0	3	9	1	-3	7.9	-3	0	0	-7	5
CCOC(=O)c1cnc2ccc(Cl)cc2c1NCCN(C)C	4	-8	59*	2	-2	2.2	-2	-23	1	-21	3
Cc1ccc(NC(=O)[C@@H](CC(C)C)NC(=O)[C@@H]2Cc3ccccc3CN2)cc1	-4	-4	-57	0	-16	0.6	-7	-48	0	-36	-54
O=C(Nc1ccc(Cl)cc1)C(c1ccccc1)N(CCO)CCO (stereo unspecified)	-1	6	-16	-1	-4	0.1	1	6	3	-12	-192
CCCC12CN3CC(C)(CN(C1)C3c1ccco1)C2=O (stereo unspecified)	0	3	9	-3	-5	-1.6	4	0	2	-14	8
CCCCCC1CC(=O)N(Cc2ccccc2)C(=O)N1 (stereo unspecified)	2	6	-2	21	-5	0.3	2	4	1	-18	16
CCOC(=O)c1sc(NC(=O)Cc2ccc(F)cc2)nc1C	-1	3	4	0	-7	0.6	2	4	-1	11	18
Cc1ccc(N2CN(CCc3ccccc3)CNC2=S)cc1	-2	10	1	-16	-4	0.2	-4	-9	1	20	-146
O=C(N/N=C/c1cccs1)C(O)c1ccccc1 (stereo unspecified)	-12	-1	-9	1	-6	-0.3	-2	15	-3	15	-3
CN1CCN(c2ccccc2NC(=O)COc2ccc(C3CCCCC3)cc2)CC1	2	-5	35	-16	-2	0.0	-5	24	3	6	16
[O-]/[N+](=C\c1cccc(Br)c1)c1ccccc1	-2	-22	-4	-1	-3	-2.3	-3	-12	0	-23	-21
CC(C)(C)c1ccc(NC(=O)COC(=O)CCN2C(=O)c3cccc([N+](=O)[O-])c3C2=O)cc1	-3	-4	-36	7	-6	1.2	-3	-7	2	10	-12
Cc1ccc(/C(O)=C2\C(=O)C(=O)N(C)C2c2cccc([N+](=O)[O-])c2)cc1 (stereo unspecified)	13	9	-4	-4	-5	1.3	6	-12	-1	-26	17
COc1cccc(C(C)(O)c2nc(-c3cccc(C(=O)O)c3)cs2)c1 (stereo unspecified)	12	.	-6	2	-5	-0.1	1	-11	.	3	-14
CN(c1ccc(C(=O)NC2CCCC2)cc1)S(=O)(=O)c1ccccc1	-8	-3	6	4	-7	1.1	2	13	0	-15	-25
COc1ccc(C2=CCCCCC2)c(OC)c1OC	3	-12	-8	-6	-10	-1.1	1	28	.	-27	-3
COc1ccc(-c2ccc3c(c2)S(=O)(=O)c2cccc(C(=O)NC4CCCCC4)c2C3=O)cc1OC	-1	3	25	6	.	-3.3	-3	30	2	-9	8
NC(=O)c1c(NC(=O)c2ccccc2C(=O)O)sc2c1CCCC2	12	6	13	4	5	-0.5	4	-2	5	-24	20

# The last 2 entries of the section above are carried over, then new ones follow.
Structure	PDI turbidity	MITF TRPM1 inh	Peg3 promoter	Cardio protect	CaV13 ICDI inh	iPSC survival up	HTR2A ag	Shn3 3UTR inh	NR2E3 ag-2	NR2E3 ag-1	HIF-2a inh
COc1ccc(-c2ccc3c(c2)S(=O)(=O)c2cccc(C(=O)NC4CCCCC4)c2C3=O)cc1OC	-1	3	25	6	.	-3.3	-3	30	2	-9	8
NC(=O)c1c(NC(=O)c2ccccc2C(=O)O)sc2c1CCCC2	12	6	13	4	5	-0.5	4	-2	5	-24	20
Cc1cc(C)cc(N(CCC#N)C(=O)CSc2ncnc3sccc23)c1	-19	-9	13	-2	-6	0.8	3	18	2	11	-2
CC(C)(C)c1ccc(C(=O)c2c[nH]c(C(=O)NCCCn3ccnc3)c2)cc1	-3	-14	-74	-12	-4	-1.9	-5	36	-1	-23	-44
Cc1cc(-c2nnc(CCC(=O)NC(C)c3ccccc3Cl)o2)no1 (stereo unspecified)	3	16	10	-17	-4	-0.8	-4	15	-1	-19	9
COc1ccccc1C(=O)N/C(=C\c1ccc(Br)cc1)C(=O)NCC(=O)O	6	-3	-18	0	-2	0.2	-2	0	3	16	13
O=C(CSc1ncccn1)N1CCN(C(=O)CSc2ncccn2)CC1	5	-1	13	2	-3	-0.5	-2	-19	0	1	17
CCCCOC(=O)C1=C(C)Nc2ncnn2C1c1ccc(OCC)c(OC)c1 (stereo unspecified)	12	-1	3	1	-4	-4.2	1	7	-4	-9	20
O=C(NNC(=O)c1cccc(C(F)(F)F)c1)c1ccncc1	-2	6	6	3	-17	-0.7	-7	14	-5	-13	19
N#CC1=C(N)Oc2n[nH]c(CSc3ccccc3)c2C12C(=O)Nc1ccccc12 (stereo unspecified)	5	9	-9	5	-10	1.1	3	-13	3	-15	4
COc1ccccc1CNC(=O)CCN1C(=O)COc2ccccc21	-2	7	-3	0	-10	1.3	0	12	5	9	-15
O=C(CCC1CCN(C(=O)C2CC=CCC2)CC1)Nc1ccccc1 (stereo unspecified)	-1	.	0	0	-5	-0.9	-5	8	.	-12	-3
CN1CCN(C(=O)c2ccc3c(=O)n(Cc4ccc(Cl)cc4)c(=S)[nH]c3c2)CC1	-1	-16	-18	4	-8	-1.3	-3	-7	-2	-20	-54
Cc1nn(C)cc1C(=O)/C=C/c1ccc([N+](=O)[O-])cc1	11	1	-9	5	-5	-4.6	3	-2	3	19	5
CC(=O)C(Cc1ccccc1)NC(=O)COC(=O)c1cccc(C)c1[N+](=O)[O-] (stereo unspecified)	-1	0	-3	-13	-3	-0.3	0	10	.	8	8
COc1ccc2oc(C(=O)OCC(=O)N3CCN(c4ccccc4)CC3)c(C)c2c1	6	9	15	2	-6	0.2	1	-1	1	0	1
COc1ccccc1NS(=O)(=O)c1cccc(C(=O)N/N=C/c2ccc(N3CCOCC3)cc2)c1	0	-18	5	24	-4	4.7	-6	18	6	-7	18
O=C(Oc1ccccc1)c1ccccc1OS(=O)(=O)c1ccccc1	3	3	14	-9	-5	-2.3	-9	-7	1	-14	8
COC(=O)c1ccc(Cl)c(NC(=O)CN2CCN(Cc3ccccc3)CC2)c1	-6	-5	19	2	0	-1.8	2	11	6	-5	22
Cc1cc(NC(=O)C2(c3ccccc3)CCCC2)no1	-3	-8	11	12	0	-1.8	2	-33	-1	-8	6
CC(C)CN(C(=O)c1ccco1)c1nc2ccccc2s1	1	-12	-131	-12	-2	2.7	1	-15	0	-70	-224
CCN(CC(=O)Nc1ccc(Br)cc1)C(=O)Cc1cccc(F)c1	5	-6	16	3	-3	-0.3	-4	-19	-1	-4	12

# New compounds follow
Structure	PDI turbidity	MITF TRPM1 inh	Peg3 promoter	Cardio protect	CaV13 ICDI inh	iPSC survival up	HTR2A ag	Shn3 3UTR inh	NR2E3 ag-2	NR2E3 ag-1	HIF-2a inh
Cc1cc(C)c2sc(NC(=O)c3ccc([N+](=O)[O-])o3)nc2c1	.	.	-56	-5	-4	-0.5	2	-17	-1	11	-180
CCCNC(=O)C1(C)CCCN(C(=O)c2ccc3sccc3c2)C1 (stereo unspecified)	-5	.	-6	8	-6	-2.1	1	4	.	0	5
Cc1c(NC(=S)NC(=O)C2CCCCC2)c(=O)n(-c2ccccc2)n1C	-3	15	5	-5	-9	1.0	1	4	0	1	16
CCC(C)C(NC(=O)OC(C)(C)C)C(=O)NC(C(=O)N1CCCC1C(N)=O)C(C)CC (stereo unspecified)	3	1	16	4	-5	-1.2	-3	6	0	8	12
CC(Sc1nc2ccccc2c(=O)n1CC1CCCO1)C(=O)N(C)Cc1ccccc1 (stereo unspecified)	-1	-6	17	10	-5	-0.3	2	-6	9	-15	11
O=C(CSC(=S)N1CCCC1)N/N=C/c1c(O)[nH]c(=S)[nH]c1=O	-5	-4	3	5	-4	0.0	-8	1	.	-23	2
CCOC(=O)c1c(C)nc2c(c1-c1ccccc1)C(=O)CC(C)(C)C2	-4	5	18	8	.	2.2	-2	9	-2	14	12
COc1ccc(CN(C)C(=S)Nc2ccc(Cl)cc2)cc1	-4	-4	7	-6	-4	0.3	1	22	1	0	0

# Compounds as they come; 3.9% or so of the library scored in one or more.
